Source: PubChem (several laboratories)
ERa coact inh: blocks coactivator binding to human estrogen receptor alpha; TR-FRET ER-alpha LBD / SRC-1 peptide, estradiol-bound; inhibition, % at 25.6 µM; 1.7% of 86,000 active; AID 629; in the data active = inhibition above about 50%;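 note: 0% = receptor plus peptide control and 100% = peptide only without receptor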
ERa SRC1 pot: enhances coactivator binding to human estrogen receptor alpha | P03372 | TR-FRET ERalpha-LBD/SRC-Cy5 coactivator binding, 2 h; 100 = basal binding, no effect | coactivator binding (% of control), % at 25.6 µM | 1.3% of 86,000 active; in the data active = activity above about 200%;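 note: binding measured in presence of low estradiol as agonist stimulus; 0% = peptide alone without receptor and 100% = receptor with peptide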
Smad3 FoxH1 inh: blocks human Smad3 binding to FoxH1 peptide | P84022 | TR-FRET Smad3/Dy647-FoxH1 peptide binding, europium anti-His | inhibition, % at 25 µM | 0.29% of 88,000 active | AID 630;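 active = compounds that reduce the energy-transfer binding signal between the protein and its labelled peptide by more than half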;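 note: 0% = Smad3 plus labelled peptide maximal FRET and 100% = peptide-only background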
HUVEC prolif 384: inhibitors of human endothelial cell proliferation; viability, % at 10 µM (by protocol); HUVEC proliferation, CellTiter-Glo luminescence, 72 h; stronger effect = lower value; 1.1% of 86,000 active; AID 648;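 active = viability at or below 30%; inactive = viability above 30%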;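 note: 100% = median luminescence of DMSO-only cell control wells on each plate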
ERb coact inh: blocks coactivator binding to human estrogen receptor beta; Q92731; AID 633; 1.3% of 86,000 active; TR-FRET ER-beta LBD / SRC1-Cy5 peptide binding; receptor agonist-loaded with 1 µM estradiol; inhibition, % at 25.6 µM;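 active = compounds whose percent inhibition of the receptor-coactivator binding signal exceeds about 50% in the single-dose screen, limit read from the data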;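 note: 0% = receptor plus peptide wells without compound and 100% = peptide-only wells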
Target sequence (Q92731 whole entry, looked up, the tested form may be a part): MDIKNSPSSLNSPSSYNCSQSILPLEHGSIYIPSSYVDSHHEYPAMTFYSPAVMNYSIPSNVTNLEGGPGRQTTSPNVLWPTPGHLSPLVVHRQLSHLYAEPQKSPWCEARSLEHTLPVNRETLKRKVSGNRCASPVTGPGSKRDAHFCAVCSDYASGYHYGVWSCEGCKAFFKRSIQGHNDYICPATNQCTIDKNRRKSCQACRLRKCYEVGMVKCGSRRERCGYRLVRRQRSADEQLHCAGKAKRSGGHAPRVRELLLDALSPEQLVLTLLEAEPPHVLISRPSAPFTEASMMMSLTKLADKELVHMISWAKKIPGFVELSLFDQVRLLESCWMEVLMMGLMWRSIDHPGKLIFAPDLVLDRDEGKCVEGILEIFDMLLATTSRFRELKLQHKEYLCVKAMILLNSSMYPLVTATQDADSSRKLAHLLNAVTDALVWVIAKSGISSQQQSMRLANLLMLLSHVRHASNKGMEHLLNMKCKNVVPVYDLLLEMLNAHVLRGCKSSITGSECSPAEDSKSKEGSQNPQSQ
sEH act: activators of human soluble epoxide hydrolase; P34913; purified human sEH enzymatic activity, activator screen; activation, % at 2 µM; 0.04% of 91,000 active; AID 717; in the data active = activation above about 37%; note: values of inactives mirror those of a sister screen read the other way
Target sequence (P34913 whole entry, looked up): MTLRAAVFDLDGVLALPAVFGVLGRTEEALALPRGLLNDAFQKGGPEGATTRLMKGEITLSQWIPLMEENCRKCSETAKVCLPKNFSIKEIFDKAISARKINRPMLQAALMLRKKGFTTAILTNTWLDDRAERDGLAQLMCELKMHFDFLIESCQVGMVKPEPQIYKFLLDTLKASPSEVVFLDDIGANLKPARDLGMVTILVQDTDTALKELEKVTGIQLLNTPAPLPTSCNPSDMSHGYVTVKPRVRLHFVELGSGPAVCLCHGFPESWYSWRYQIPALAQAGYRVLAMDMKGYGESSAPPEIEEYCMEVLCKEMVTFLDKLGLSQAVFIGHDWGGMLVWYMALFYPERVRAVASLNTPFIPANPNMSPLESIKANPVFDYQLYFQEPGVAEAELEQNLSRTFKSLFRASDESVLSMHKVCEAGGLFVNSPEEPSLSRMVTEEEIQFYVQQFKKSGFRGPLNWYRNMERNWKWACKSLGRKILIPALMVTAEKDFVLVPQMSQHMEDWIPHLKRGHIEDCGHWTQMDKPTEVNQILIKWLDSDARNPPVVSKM
Calb biofilm kill: kills Candida albicans biofilms | AID 834 | C. albicans biofilm + clotrimazole, Alamar Blue | 0.14% of 85,000 active | inhibition, % at 6 µM;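 active = inhibition above 20%; inactive = inhibition below 20%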;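 note: preformed 24 hr biofilms exposed to compound for 48 hr; 0% = biofilm without compound and 100% = blank killed by clotrimazole plus chlorhexidine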
Lung fibro prol: blocks proliferation of human lung fibroblasts | LL 47 human lung fibroblast viability, ATP luminescence; stronger effect = lower value | 1.1% of 85,000 active | viability, % at 10 µM | AID 719;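 active = viability at or below 50% in the single dose screen; inactive = viability above 50%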;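 note: compound exposure lasted 72 h before the ATP readout; 100% = median luminescence of untreated cell-only wells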
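Signal: luminescent ATP detection, CellTiter-Glo; assay system: LL 47 human lung fibroblasts; input: 1,150 cells/well; incubation: overnight cell rest, 72 h compound treatment at 37 °C; measure: % viability versus median cells-only luminescence; medium: IMEM growth medium with 15% fetal bovine serum; dosing: compound addition at 0.1% DMSO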
H69AR growth 86K: growth inhibitors of human H69AR lung tumor cells; H69AR lung tumor viability, ATP luminescence, 72 h; stronger effect = lower value; viability, % at 10 µM; 6% of 85,000 active;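 active = viability at or below 40%; inactive = viability above 40%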;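 note: multidrug resistant small cell line overexpressing MRP-1 efflux transporter; 100% = mean luminescence of untreated control wells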
* = called active by the depositor; / = no result given; [ ] = remark or other dose. Not all compounds are listed (hit frequency here may not be typical).

Below each compound: ERa coact inh	ERa SRC1 pot	Smad3 FoxH1 inh	HUVEC prolif 384	ERb coact inh	sEH act	Calb biofilm kill	Lung fibro prol	H69AR growth 86K
COCCNCCOCCOc1ccc(Cl)c(C)c1
→ -5.8	103.6	0.9	79.2	5.8	4.8	-3.9	92.4	83.7
Cc1[nH]nc2c1C1(C(=O)N(Cc3ccc(Cl)cc3)c3ccccc31)C(C#N)=C(N)O2 (stereo not drawn)
→ 5.5	87.4	-0.6	72.8	7.2	-4.5	13.3	102.0	45.5
O=C(NC1CCCCC1)N1CCCC(c2nc(-c3cccs3)no2)C1 (stereo not drawn)
→ -2.1	111.6	1.8	93.4	-5.4	-96.3	3.5	93.4	90.5
CCOc1ccc(OC(=O)c2cccnc2)cc1
→ -8.8	116.3	-5.6	86.7	-8.1	12.3	3.3	102.3	45.9
CCOC(=O)C1CCCN(Cc2nc(N)nc(Nc3ccc(C)cc3)n2)C1 (stereo not drawn)
→ 0.8	123.4	13.2[fluorescence artefact?]	102.0	-2.8	5.8	9.2	101.7	88.1
COc1ccc2c(c1)c1nnc(SCC(=O)N3C(C)CCCC3C)nc1n2C (stereo not drawn)
→ 6.2	133.1	0.2	86.3	2.1	3.5	5.0	97.5	69.2
COc1cccc(C2CC(c3ccc(F)cc3)Nc3nc(N)nn32)c1 (stereo not drawn)
→ 9.0[fluorescence artefact?]	307.8*	27.9	106.3	15.9[fluorescence artefact?]	14.9	3.6	97.7	94.5
Cc1ccc(-n2c(Cc3cccn3C)nnc2SCC(=O)NCc2ccc3c(c2)OCO3)cc1
→ 2.4	101.4	-3.2	95.0	-4.5	-8.7	0.1	93.5	92.7
Cc1cc(NC(=O)CCS(=O)(=O)c2nc(-c3ccccc3)cc(C(F)(F)F)n2)no1
→ -12.6	99.7	-0.9	24.0*	-5.2	/	-1.7	5.6*	0.7*
COc1ccc(C2C(C(=O)N3CCOCC3)c3ccccc3C(=O)N2c2ccc(OC)cc2)cc1 (stereo not drawn)
→ -6.7[fluorescence artefact?]	105.1	-8.3	103.2	-5.4	12.8	-1.2	98.0	78.7
O=C(CN1C(=O)c2ccccc2S1(=O)=O)NC1CCCCCC1
→ 4.2	98.0	-1.3	100.7	-8.9	/	11.6	98.7	101.5
CCSc1nc(N2CCOCC2)c2ccccc2n1
→ 8.3	100.1[fluorescence artefact?]	-6.2	99.4	5.7[fluorescence artefact?]	8.2	10.0	90.2	88.8
O=C(Nc1ccc(N2CCOCC2)cc1)c1ccc2nc(-c3ccco3)c(-c3ccco3)nc2c1
→ 80.1*[fluorescence artefact?]	42.1[fluorescence artefact?]	14.6	51.6	50.5*[fluorescence artefact?]	-11.2	-2.0	82.6	29.3*
C=CCc1ccc(OCC(O)CN2CCCCC2C)c(OC)c1 (stereo not drawn)
→ 9.0	89.0	-4.8	89.3	11.2[fluorescence artefact?]	13.8	-2.5	94.3	82.9
CCOc1cc(C2NC(=O)NC(O)(C(F)(F)F)C2C(=O)c2ccccc2)ccc1OC (stereo not drawn)
→ -4.1	108.5	-1.4[fluorescence artefact?]	85.5	-4.9	15.4	2.5	105.3	76.3
CC(C)CNS(=O)(=O)c1ccc(CCC(=O)N2CCOCC2)cc1
→ -19.6	92.4	13.3	93.8	-24.0[fluorescence artefact?]	14.9	8.2	101.8	85.5
CCC(C)(C(=O)NC1CCCCC1)N(C)C(=O)c1ccccn1 (stereo not drawn)
→ -10.3	104.2	11.6[fluorescence artefact?]	115.7	0.8	1.6	4.1	102.0	100.2
Cn1ncc(C#N)c1NC(=O)c1nn2cccnc2c1Cl
→ -17.4	97.5	3.5	98.8	-14.7	-3.2	2.6	100.6	89.9
CCOc1ccc(NC(=O)CCC(=O)n2nc(C)cc2C)cc1
→ -5.1	117.9	-1.5	102.3	-13.3	-1.5	2.2	101.9	99.3
Cn1c(NC(=O)Cc2cccs2)cc(=O)n(C)c1=O
→ 0.8	127.3	10.7	99.7	-2.6	-4.3	9.5	94.3	86.4
CCOC(=O)c1c(C)oc2cc(Br)c(OCC(N)=O)cc12
→ 18.0[fluorescence artefact?]	156.0	12.0[fluorescence artefact?]	82.1	8.6	-2.5	1.7	89.2	80.2
O=C(Nc1cnn(Cc2ccc(Cl)cc2)c1)c1cnccn1
→ 25.0	95.3[fluorescence artefact?]	5.8	85.0	29.1	14.6	6.4	103.6	104.0
CC1CCCCN1CCNC(=O)CC1Oc2ccccc2NC1=O (stereo not drawn)
→ -2.6	116.2	2.1	99.9	-8.3[fluorescence artefact?]	-6.8	3.9	110.9	85.5
COCCCNC(=O)C(C#N)c1nc2ccccc2nc1N1CCCC1 (stereo not drawn)
→ 3.9[fluorescence artefact?]	104.3[fluorescence artefact?]	15.7[fluorescence artefact?]	74.0	35.4[fluorescence artefact?]	-15.8	1.0	105.5	95.8
COC(=O)NCc1cccc(CNC(=O)OC)c1
→ 0.4[fluorescence artefact?]	96.6	-0.8	99.6	-4.1	-15.1	7.8	99.8	97.6
CC(C)C1Cc2c(C#N)c(N)sc(=S)c2CO1 (stereo not drawn)
→ 5.8	70.6[fluorescence artefact?]	3.3	91.8	11.2	-3.5	4.0	97.4	105.8
O=C(c1ccncc1)N1CCN(c2cccc(C(F)(F)F)c2)CC1
→ -9.9	93.2	3.9	102.8	-1.3	7.8	-0.6	96.9	86.6
O=C(OCCOCCN=C1NS(=O)(=O)c2ccccc21)C1CC(=O)N(c2ccccc2)C1 (stereo not drawn)
→ -4.0	117.3	2.4[fluorescence artefact?]	98.5	-0.4	9.3	6.9	100.0	96.7
COc1ccc(S(=O)(=O)Nc2cc(C)c(O)c(S(=O)(=O)c3ccccc3)c2)cc1
→ -66.8	108.3	2.7	85.4	-11.5	/	1.4	95.2	107.2
CC(=O)c1cnc2cc(-c3ccccc3)nn2c1C
→ 16.1	96.2	0.9	88.9	-2.7	-0.7	6.2	102.8	100.9
O=C(NCc1ccccn1)c1ccc2ccccc2n1
→ -2.1	94.1	2.3	108.8	2.8[fluorescence artefact?]	/	12.5	105.4	74.2
O=S1(=O)c2cccc3cccc(c23)N1Cc1nnc(-c2ccccc2Br)o1
→ 28.3	172.0[fluorescence artefact?]	21.9[fluorescence artefact?]	109.0	22.1[fluorescence artefact?]	12.4	8.2	103.4	98.0
CCCCCC/C(=N\NS(C)(=O)=O)c1ccccc1
→ 1.7	81.2	-10.2	94.7	1.3	-10.0	4.0	103.0	97.2
COc1ccc(C(=O)NCc2nnc(SCC(=O)Nc3cc(C)cc(C)c3)o2)cc1OC
→ -1.1	117.1	1.2	106.3	0.6	1.0	/	98.5	94.7
Cc1noc(C(=O)Nc2c(C)n(C)n(-c3ccccc3)c2=O)c1Cl
→ -3.2	2.3[fluorescence artefact?]	-5.8	96.8	-9.1	/	8.1	97.7	92.2
CCN(CC)CCCN=Cc1c(O)n(Cc2ccccc2)c(=O)c2ccccc12
→ -7.0	84.9	-15.6	86.3	-7.2	8.3	4.5	77.8	77.5
Cc1nnc(N(C(=O)c2cnccn2)c2ccccc2)s1
→ -5.1	135.2	3.1	87.5	-3.4	-11.4	5.6	98.9	90.1
COC(=O)CC[C@@H](C(=O)O)N1C(=O)c2ccccc2C1=O
→ -4.4	124.6[fluorescence artefact?]	8.1[fluorescence artefact?]	91.8	-4.9	-2.3	4.4	100.7	88.9
CC(=O)Nc1ccc(NC(=O)COC(=O)Cc2cccs2)cc1
→ 11.9	83.3	10.2	86.9	-4.4	0.4	4.5	96.6	93.0
N#Cc1c(-c2ccc(Cl)cc2)nc2n(c1=O)CCCS2
→ 5.5	140.2	14.6	86.5	0.7	-11.9	0.6	95.6	87.8
COc1ccc(OC)c(NC2=NC3(CCCCC3)N=C(N)N2)c1
→ -3.1	111.2	-2.5	98.0	-0.9	8.4	/	94.1	89.1
COc1cc(OC)c(OC)cc1CN1CCN(S(=O)(=O)c2ccc(F)cc2)CC1
→ 1.4	115.1	5.8	91.7	-24.8	5.8	2.7	99.4	95.4
COC(=O)c1ccc(NC(=O)CN(Cc2ccc(Cl)cc2)S(C)(=O)=O)cc1
→ 3.4[fluorescence artefact?]	109.9	-2.5	95.7	-0.2	16.2	2.3	98.8	67.7
COc1ccc(C(=S)N2CCN(C)CC2)cc1
→ -5.0	103.4	6.4	84.7	-8.1	-4.3	2.3	95.3	99.0
CCN1CCN(c2ncnc3c2nnn3Cc2ccccc2)CC1
→ -7.5	119.5	1.4	89.2	-3.7	13.6	3.6	86.4	/
Clc1ccccc1-c1nn2c(COc3ccccc3)nnc2s1
→ 5.9	97.3	0.8[fluorescence artefact?]	111.9	-4.6	1.2	2.5	98.6	87.3
COc1cc(C(=O)NCc2nnc(SCC(=O)NCc3ccccc3)o2)cc(OC)c1OC
→ -0.2	113.7	-3.1	101.0	-10.3	0.7	4.5	95.8	97.0
COc1ccc(CC(=O)NNC(=S)Nc2ccc(Br)cc2)cc1
→ -5.6	97.0	-7.5	88.5	-4.2	-18.0	2.8	96.3	61.1
Cc1ccc(NC(=O)C2COc3ccccc3O2)nc1 (stereo not drawn)
→ -9.9	96.5	-10.9	87.8	-6.2	-17.1	3.1	94.5	74.0
CC(OCc1ccccc1)C(NC(=O)OC(C)(C)C)C(=O)NCC1CCCO1 (stereo not drawn)
→ -4.3	110.7	-9.8	90.6	-1.6	-17.5	9.1	84.0	84.6
Cc1ccc2c(CN3CCN(CCO)CC3)cc(=O)oc2c1C
→ 3.1	96.4	8.0	89.5	6.7	-21.4	7.3	98.8	91.4
Cc1onc(-c2ccccc2)c1-c1nc2ccccc2c(=O)o1
→ -3.1	94.8	2.9	67.6	-5.3	-2.5	2.4	89.3	57.1
CCN(CC)CCn1c(NCc2cc(OC)ccc2OC)nc2ccccc21
→ -15.2	111.9	8.7	90.0	-18.1	-3.4	6.1	98.1	85.1
CCCOC(=O)CSc1nnc(-c2cc(OC)c(OC)c(OC)c2)o1
→ 8.1[fluorescence artefact?]	93.7	-0.7	83.5	3.4[fluorescence artefact?]	-6.5	7.2	93.1	92.2
O=C(NC1CCCCC1)C1Cc2ccccc2CN1S(=O)(=O)c1ccc(F)cc1 (stereo not drawn)
→ 18.8	102.6	-12.2	106.5	12.1[fluorescence artefact?]	-10.9	2.2	95.1	91.6
COC(=O)c1ccc(OCC2c3cc(OC)c(OC)cc3CCN2C(=O)c2ccco2)cc1 (stereo not drawn)
→ 0.9	109.8	-0.6	75.0	1.9	3.3	2.9	96.8	/
COc1cc(CNn2cnnc2)ccc1OCC(=O)NC(C)(C)C
→ 6.1	96.5	-13.3	103.1	21.0[fluorescence artefact?]	-9.0	4.5	103.9	101.4
COc1ccc(C)cc1N(C(=O)CNC(=O)c1ccco1)C(C(=O)NC1CCCC1)c1cccnc1 (stereo not drawn)
→ -5.4	105.6	10.5[fluorescence artefact?]	92.2	-3.5	19.8	6.2	97.0	93.9
CCOC(=O)c1ccccc1NC(=O)c1cccc(F)c1
→ -8.6	96.6	14.6	94.9	-4.5	-14.4	-2.0	98.0	88.7

Two entries picked at random from the list so far, as already listed:
Below each compound: ERa coact inh	ERa SRC1 pot	Smad3 FoxH1 inh	HUVEC prolif 384	ERb coact inh	sEH act	Calb biofilm kill	Lung fibro prol	H69AR growth 86K
COc1ccc(C2C(C(=O)N3CCOCC3)c3ccccc3C(=O)N2c2ccc(OC)cc2)cc1 (stereo not drawn)
→ -6.7[fluorescence artefact?]	105.1	-8.3	103.2	-5.4	12.8	-1.2	98.0	78.7
CC1CCCCN1CCNC(=O)CC1Oc2ccccc2NC1=O (stereo not drawn)
→ -2.6	116.2	2.1	99.9	-8.3[fluorescence artefact?]	-6.8	3.9	110.9	85.5
